TexasRed fluor: alters Texas Red total fluorescence, flagging assay interference. TRb/SRC2 Texas Red total fluorescence interference. Potency, µM (titrated, usually from 106 µM), without a hit: at the highest dose fluorescence change, negative = quenching. 0.29% of 280,000 active. AID 1479; active = well fitted curve in either direction with a large enough effect; inconclusive = small, poorly fitted or top-dose-only effect
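Human TRβ ligand-binding domain (0.6 uM) and Texas Red SRC2 peptide (20 nM) in Tris buffer with 1 uM T3 and 5% DMSO were incubated with pinned compound for 5 hr at ambient temperature. Total fluorescence was computed as S + 2P (555/632 nm).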
RECQ1 inh: RECQ1 (human) helicase inhibition; P46063; AID 2549; Potency, µM (titrated, usually from 57.3 µM), for inactives: at the top dose activity, negative = inhibition, actives largely listed as inhibitors; 0.54% of 240,000 active; RECQ1 DNA unwinding, red fluorescence kinetic read;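 also: plate controls were vehicle for no effect and no enzyme for full effect; nearly all actives have a fitted effect of over 30% in size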
Target sequence (P46063 whole entry, looked up): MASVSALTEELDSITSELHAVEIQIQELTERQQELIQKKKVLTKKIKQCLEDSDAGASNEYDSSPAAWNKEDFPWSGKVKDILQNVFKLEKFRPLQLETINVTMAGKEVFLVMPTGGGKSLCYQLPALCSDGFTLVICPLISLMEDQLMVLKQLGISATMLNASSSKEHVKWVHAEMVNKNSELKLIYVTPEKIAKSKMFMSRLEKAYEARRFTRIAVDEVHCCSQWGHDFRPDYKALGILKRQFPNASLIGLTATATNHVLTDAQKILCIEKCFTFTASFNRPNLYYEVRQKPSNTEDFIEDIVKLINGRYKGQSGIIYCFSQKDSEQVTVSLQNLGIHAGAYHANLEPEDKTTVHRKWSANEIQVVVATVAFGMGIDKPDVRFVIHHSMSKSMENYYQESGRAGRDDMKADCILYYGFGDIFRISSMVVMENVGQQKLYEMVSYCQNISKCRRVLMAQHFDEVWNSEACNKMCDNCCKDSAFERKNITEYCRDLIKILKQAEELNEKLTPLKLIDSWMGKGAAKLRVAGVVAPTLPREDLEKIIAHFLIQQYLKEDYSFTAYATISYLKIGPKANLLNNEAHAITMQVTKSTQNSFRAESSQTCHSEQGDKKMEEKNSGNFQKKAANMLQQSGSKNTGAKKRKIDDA
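50 nM RECQ1T1 preincubated 15 min with compound in Tris pH 8.0 buffer with MgCl2, DTT, Tween-20 and 2.5 ug/ml poly(dI-dC); started with 200 nM TAMRA/BHQ-2 forked duplex and 2 mM ATP. Unwinding read as fluorescence (525/598 nm), two reads 2 h apart.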
L3MBTL1 block: blocks human L3MBTL1 | 0.66% of 230,000 active | AlphaScreen L3MBTL1–H3K9me1 peptide binding | Potency, µM (top dose mostly 57.1 µM), for inactives: at the top dose activity, negative = inhibition, hits mostly inhibitors | Q9Y468; also: nearly all actives have a fitted effect of over 60% in size
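L3MBTL1 50 nM + b-AHA-H3(1-15)K9me1 75 nM, 30 min RT; compound added, 30 min RT; streptavidin donor/Ni-chelate acceptor beads 10 ug/mL each final, 30 min RT dark; AlphaScreen read.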
TRb SRC2 PPI: inhibitors of human thyroid hormone receptor beta-SRC2 interaction; P10828; TRbeta-SRC2 peptide binding, fluorescence polarization; receptor liganded with 1 µM T3; Potency, µM (titrated, usually from 106 µM), for the others: at the top dose activity change, negative = inhibition, actives largely listed as inhibitors; 0.065% of 280,000 active;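 also: plate controls were bound peptide for no effect and peptide without receptor for full effect; nearly all actives have a fitted effect of over 50% in size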
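Fluorescence polarization of 20 nM Texas Red SRC2 peptide (20-aa NR interaction domain) bound to 0.6 uM human TRb ligand-binding domain, with 1 uM T3, after 5 hr at ambient temperature; inhibition seen as decreased polarization.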
RGS12 GoLoco inh: blocks human Gai1 binding to RGS12 GoLoco peptide, red readout; P63096; Gai1:RGS12 GoLoco peptide FP, rhodamine, 10 min; Potency, µM (titrated, usually from 61.6 µM), without a hit: at the highest dose activity, negative = inhibition, most hits filed as inhibitors; 0.44% of 230,000 active; active = well fitted inhibition curve with a large enough effect, not every such curve was filed as active; inactive = no such curve, though single readings can be large or run the other way; also: nearly all actives have a fitted effect of over 30% in size; many of its hits are not listed in these tables
Target sequence (P63096 whole entry, looked up): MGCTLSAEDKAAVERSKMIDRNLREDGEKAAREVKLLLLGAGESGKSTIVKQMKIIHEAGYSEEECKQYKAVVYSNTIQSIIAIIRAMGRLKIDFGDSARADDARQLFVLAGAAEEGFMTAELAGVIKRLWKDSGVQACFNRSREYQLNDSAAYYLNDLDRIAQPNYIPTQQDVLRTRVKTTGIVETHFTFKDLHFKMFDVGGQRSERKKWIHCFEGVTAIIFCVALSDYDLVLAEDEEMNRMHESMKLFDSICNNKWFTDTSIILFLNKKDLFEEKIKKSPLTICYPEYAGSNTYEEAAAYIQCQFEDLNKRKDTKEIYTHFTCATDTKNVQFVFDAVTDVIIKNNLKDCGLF
Tau ThT inhib: tau fibrillization inhibition (ThT binding). P10636. recombinant tau K18 P301L (four-repeat tau fragment), heparin-induced fibrillization, ThT fluorescence. Potency, µM (doses to about 57.4 µM), for inactives: at the top dose activity, negative = inhibition, most hits filed as inhibitors. 2.1% of 270,000 active; also: nearly all actives have a fitted effect of over 55% in size
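K18 P301L tau (15 uM + 0.24 uM Alexa 594-tagged), heparin 20 uM, NaOAc pH 7, 6 h 37 C; ThT 30 uM, 1 h RT, ex 450/em 510 nm.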
JMJD2E inh: JMJD2E (human) inhibition; 1.6% of 230,000 active; B2RXH2; Potency, µM (top dose mostly 57.1 µM), inactives show at the top dose activity change, negative = inhibition, usual class: inhibitors; JMJD2E catalytic domain, FDH-coupled NADH fluorescence (FDH is formaldehyde dehydrogenase); AID 2147; active = well fitted inhibition curve with a large enough effect, not every such curve was filed as active; inconclusive = small, poorly fitted or top-dose-only effect, or another doubt; inactive = no such curve, though single readings can be large or run the other way;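 also: 0% = wells with enzyme and -100% = buffer wells without enzyme; nearly all actives have a fitted effect of over 50% in size; many of its hits are not listed in these tables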
Tau fibril FP: inhibitors of human tau fibril formation. P10636. K18 P301L tau heparin fibrillization, Alexa594 FP, 6 h. 0.39% of 280,000 active. Potency, µM (highest dose often 57.7 µM), inactives show at the top dose activity, negative = inhibition, hits mostly inhibitors. AID 1468; also: nearly all actives have a fitted effect of over 55% in size
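Compound effects on tau fibrillization are measured by Alexa 594 fluorescence polarization (ex 555, em 632 nm). K18 P301L tau is used at 15 uM with 0.24 uM labeled tracer, and 20 uM heparin induces aggregation over 6 hr at 37 C.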
Numbers without * were called inactive; i = inactive; ? = inconclusive; · = not tested or not shown; & = joins results of further samples; [ ] = remark or other dose. Unless noted, calls follow the shape of the dose curve; as a rule, active = well fitted curve in the direction sought with a large enough effect; inconclusive = small, poorly fitted or top-dose-only effect, or another doubt; inactive = no such curve, though single readings can be large; an effect the other way counts as inactive or inconclusive. Unless noted, % is scaled to controls: 0 for no effect and ±100 for the full control effect; potency is read from the fitted curve at half-maximal effect. Only part of the results is shown, so the mix of outcomes need not match the whole.

SMILES | TexasRed fluor | RECQ1 inh | L3MBTL1 block | TRb SRC2 PPI | RGS12 GoLoco inh | Tau ThT inhib | JMJD2E inh | Tau fibril FP
Cc1ccc(-c2nn(-c3ccccc3)cc2C(N)=O)o1 | -4% | i | -9% | 7% | 0% | -10% | ? | -4%
Cc1ccc(NC(=O)CSc2nc(=O)n(Cc3ccncc3)c3c2CCC3)cc1Cl | 0% | · | · | -4% | · | -13% | · | -4%
COc1ccc(OC)c(NC(=O)CSc2nnnn2-c2ccccc2F)c1 | 0% | 14% | -6% | 2% | 3% | -6% | 4% | -4%
COc1ccc(C(c2nnnn2C(C)(C)C)N2CCN(c3nc4ccccc4s3)CC2)cc1 (stereo unspecified) | -4% | -14% | -3% | 1% | -4% | -2% | -1% | 2%
O=C(COC(=O)CCC(=O)c1cccs1)Nc1ncc(Cl)cc1Cl | 0% | -2% | 4% | 4% | 7% | -12% | 7% | -1%
CSc1ncc(CN2CCN(CC=C(C)C)C(CCO)C2)cn1 (stereo unspecified) | -5% | i | 0% | 3% | 2% | 4% | -6% | -4%
CCCCc1nnc2c(N(C)S(=O)(=O)c3ccccc3)nc3ccccc3n12 | 3% | -5% | 0% | 7% | -2% | -3% | 2% | -10%
Cc1c(C(=O)N2CC3(CC(c4cccc(NC(=O)[C@H]5CCC(=O)N5)c4)=NO3)C[C@@H]2C(N)=O)cc([N+](=O)[O-])cc1[N+](=O)[O-] (stereo partly specified) | 1% | i | · | -4% | 6% | 6% | 1% | 4%
CC(C)CCc1noc(CN(C)CCC2CCOCC2)n1 | -3% | -1% | 0% | 4% | 7% | -3% | 5% | -1%
CC1=C[C@H](C)[C@H](c2c(F)cccc2Cl)CC1=O | -3% | 4% | 4% | -12% | · | · | · | ·
CC(C)N1C(=O)CCC1C(=O)O (stereo unspecified) | -6% | -10% | 0% | 4% | 3% | -7% | -3% | -2%
Cn1c(CCNC(=O)C(C)(C)C)nc2ccccc21 | 1% | -14% | 1% | 2% | -13% | -5% | 7% | -4%
COc1ccc(N2CCN(Cc3nnnn3C3CCCCC3)CC2)cc1 | -2% | 4% | -15% | 0% | 13% | -2% | -5% | 6%
CC(O)Cc1cn([C@@H](CCCCNC(=O)OC(C)(C)C)C(=O)N2CCN(C(=O)OC(C)(C)C)CC2)nn1 (stereo partly specified) | 0% | -11% | 0% | -1% | 0% | 0% | -15% | 14%
CCc1cccc(C)c1NC(=O)CCCn1c(=O)c2cccn2c2cccnc21 | -1% | · | · | 0% | · | -1% | · | 1%
COc1cc(C(=O)N2CCN(C(=O)c3ccco3)CC2)c([N+](=O)[O-])cc1OC | 0% | i | 3% | 9% | 5% | -10% | 8% | 1%
CCCCc1nc2c(c3c1C[C@H](C)OC3)CN(S(=O)(=O)c1ccc(C#N)cc1)CC2 | -4%[11.2 µM] | 0%[11.5 µM] | · | -2%[11.2 µM] | 1%[14.2 µM] | 4%[11.5 µM] | 7%[11.4 µM] | -14%[11.6 µM]
Cc1nc2ccccc2c(=O)n1/N=C/c1c(O)ccc2ccccc12 | -1% | 11% | 22µM* | 6% | 7% | ? | -14% | 16%
Cn1c(COc2ccccc2)nnc1SCC(=O)NCc1ccccc1 | 0% | -1% | -2% | 4% | -9% | -7% | 0% | 1%
CCCc1nc2oc3c(NCCN(C)C)ncnc3c2c2c1CCCC2 | 1% | 2% | -1% | -5% | 17% | 5% | ? | -4%
O=C(COc1ccccc1/C=C\c1nc(O)c([N+](=O)[O-])c(=O)[nH]1)Nc1ccccc1 | -3% | 13% | -21% | -3% | -98% | 13% | -3% | 4%
O=C(NCc1ccco1)C1CCN(C(=O)N2CCOc3ccccc32)CC1 | 3% | · | · | -6% | · | ? | · | 11%
N#C/C(C(=O)c1ccccc1)=C1/CCCN1 | -1% | -6% | -3% | 9% | · | ? | -3% | -15%
Cc1ccc(C(=O)NNC(=O)C2CCN(c3nc(C)cc(C)n3)CC2)cc1 | -1% | 3% | 1% | -7% | 10% | 6% | ? | 2%
COc1ccc(CCNC(=O)C(=O)Nc2ccc(C)cc2)cc1OC | ? | · | · | -3% | · | -10% | · | -14%
COc1ccc(NC(=O)c2cc(C)cc(C)c2)cc1[N+](=O)[O-] | -2% | i | -1%[11.4 µM] | -2% | -12% | ? | 5% | ?
CCOC(=O)C1(S(=O)(=O)c2ccccc2)CCN(Cc2ccc(Cl)cc2)CC1 | -8% | 0% | 41%[activator] | -1% | 5% | -2% | -20% | -4%
CC(C)N1CCN(Cc2cn[nH]c2C2CCCCC2)CC1CCO (stereo unspecified) | -5% | i | 12% | 2% | 9% | 1% | 4% | 0%
CO/N=C/NC(=O)c1c(OC)ccnc1Oc1ccc(Cl)cc1 | 1% | -12% | -2% | -12% | -8% | -11% | 6% | 3%
COc1cccc(C(=O)NCC(=O)OCc2cc(=O)n3c(C)csc3n2)c1 | 2% | · | · | 1% | · | -6% | · | 3%

Full records from above.
Results for CCCc1nc2oc3c(NCCN(C)C)ncnc3c2c2c1CCCC2 = TexasRed fluor = 1%; RECQ1 inh = 2%; L3MBTL1 block = -1%; TRb SRC2 PPI = -5%; RGS12 GoLoco inh = 17%; Tau ThT inhib = 5%; JMJD2E inh = ?; Tau fibril FP = -4%
Results for Cn1c(COc2ccccc2)nnc1SCC(=O)NCc1ccccc1 = TexasRed fluor = 0%; RECQ1 inh = -1%; L3MBTL1 block = -2%; TRb SRC2 PPI = 4%; RGS12 GoLoco inh = -9%; Tau ThT inhib = -7%; JMJD2E inh = 0%; Tau fibril FP = 1%

Next part
SMILES | TexasRed fluor | RECQ1 inh | L3MBTL1 block | TRb SRC2 PPI | RGS12 GoLoco inh | Tau ThT inhib | JMJD2E inh | Tau fibril FP
Cc1cc(C)n(-c2nc3ccccc3[nH]c2=O)n1 | -2% | -1% | 20% | 6% | -6% | 7% | ? | 9%
COC(=O)CCCC(=O)Nc1ccc(Cl)c(Cl)c1 | -6% | i | ? | -11% | -10% | -15% | 10% | 4%
Cc1ccc(C)c(CN2C(=O)c3ccccc3S(=O)(=O)c3ccc(C(=O)N4CCOCC4)cc32)c1 | 2.8µM*[quencher] | · | · | -30% | · | -12% | · | 2%
CCOC(=O)CSC1=NC(=O)CS1 | -1% | -3% | -6% | 13% | 175%[activator] | -8% | 2% | -2%
Nc1nc(CSc2nc3ccccc3s2)nc(N2CCOCC2)n1 | -1% | 26% | -1% | -3% | -1% | -12% | 3% | 2%
CCN1C(=O)C2(C(C#N)=C(N)Oc3n[nH]c(C(C)C)c32)c2ccccc21 (stereo unspecified) | 0% | 2% | 38%[activator][11.4 µM] | 13% | -7% | -6% | 0% | -4%
O=C(CCCN1C(=O)/C(=C/c2ccccc2)SC1=S)Nc1cccc(O)c1 | -3% | i | ? | 10% | 11% | ? | -23% | ?
O=C1/C(=C\c2ccco2)SC(=S)N1c1ccc(O)cc1 | -11% | -20% | ? | 3% | 30% | 18µM* | ? | -9%
Cc1ccc(Cn2ccc(NC(=O)c3cc(-c4ccc(Cl)cc4)on3)n2)cc1 | -3% | -4% | 2% | 5% | 2% | -12% | 5% | 0%
Cc1ccc2c(c1)N(CC(=O)NCc1ccco1)C(=O)C(C(C)C)O2 (stereo unspecified) | -1% | i | · | -3% | -6% | · | -1% | 4%
O=C(O)CCN1C(=O)/C(=C\c2ccc(-c3nc4ccccc4s3)o2)SC1=S | -1% | -14% | · | -2% | 23% | 2µM* | -2% | -16%
CCOc1ccc(NS(=O)(=O)c2ccc3[nH]c(=O)c(=O)[nH]c3c2)cc1 | -2% | i | 2% | -5% | 8% | -5% | -15% | 3%
CCOC(=O)c1c(-c2cccc([N+](=O)[O-])c2)csc1NC(=O)CCCOc1ccccc1OC | -2% | -2% | -27% | -8% | 5% | -10% | -4% | 7%
c1cncc(-c2csc(NCc3ccco3)n2)c1 | -4% | 9% | · | -7% | 0% | -23% | 9% | 0%
O=C(Nc1cccc(C(F)(F)F)c1)N1CCN(C(=O)Nc2cccc(C(F)(F)F)c2)CC1 | -1% | i | · | -9% | -6% | -4% | 3% | -3%
O=c1c2ccccc2nc2n1CCc1c-2[nH]c2ccccc12 | 1%&-4% | -9%&-6% | 3% | -6%&-3% | 4%&-6% | -17%&-13% | ? | -10%&-6%
O=C(NC(=S)NCCc1ccc(Cl)cc1)c1ccco1 | -1% | i | 8% | -1% | -2% | ? | -2% | -3%
Cc1noc(C)c1S(=O)(=O)N1CCCC(C(=O)Nc2nccs2)C1 (stereo unspecified) | 0% | -2% | · | -9% | 7% | -8% | -2% | 3%
Cc1ccc(S(=O)(=O)N2CCCCC2)cc1NC(=S)NC(=O)c1ccco1 | -2% | -17% | 0% | 8% | 7% | -9% | 12% | -6%
CCCc1ccc(/C=C2\C(=O)c3ccccc3C(O)=C2C(=O)OCC)cc1 | -6% | i | -18% | -2% | -128% | 32µM* | 18µM* | ?
O=C(OCC(=O)c1ccccc1Br)c1ccncc1 | -2% | -7% | 2% | 1% | 9% | 7% | ? | -2%
O=C(/C=C/c1cccc([N+](=O)[O-])c1)N(c1ccccn1)c1ccccn1 | -2% | -3% | · | 9% | 3% | · | -6% | -12%
COc1ccc(NS(=O)(=O)c2ccc(NC(=O)c3ccc(N(C)S(C)(=O)=O)cc3)cc2)cc1 | -4% | -13% | 6% | -7% | · | 9% | 3% | ?
COc1cc2c(c(OC)c1OC)C(c1ccc(C)cc1)CC(=O)O2 (stereo unspecified) | 5% | -3%[81.1 µM] | -9% | 15% | -5%[88.7 µM] | -15%[81.4 µM] | · | 5%[81.3 µM]
CCOc1ccc(-c2c(C)nn3c(C)c(C(=O)Nc4cc(C)cc(C)c4)cnc23)cc1OCC | ? | · | · | -7% | · | -16% | · | 10%
CCOC(=O)C1(Cc2cccc(F)c2)CCN(Cc2nc(CC)[nH]c2C)CC1 | 0% | -9% | -26% | -3% | 103%[activator] | ? | -5% | 16%
CCOc1ccc(Br)cc1/C=N/NC(=O)c1ccncc1 | -2% | 4% | 4% | 5% | 12% | -8% | 7% | 0%
COC(=O)C1(c2ccccc2)NC(c2cccs2)C2C(=O)N(C)C(=O)C21 (stereo unspecified) | -3% | -5% | 5% | 4% | -5% | -4% | 1% | 8%
CCCn1nnnc1NC(=O)COc1ccc(Cl)c(C)c1 | 6% | -2% | 0% | 4% | 3% | -3% | 15% | 1%

Screening results as filed in PubChem.
